BoNT-A LC inh2 – inhibitors of Botulinum neurotoxin A light chain protease; AID 588499; multiplex microsphere protease substrate cleavage, flow cytometry; inhibition, % at 10 µM; actives 0.17% (n = 360,000); note: plate controls were buffer without enzyme for full effect and enzyme alone for no effect
UGM FP inh – Mtb UDP-galactopyranose mutase inhibition; purified UGM, fluorescence polarization probe displacement; inhibition, % at 10 µM; actives 0.06% (n = 320,000); AID 504406; in the data active = inhibition above about 10%, passing the limit was not always enough; inconclusive = no clear call, values can overlap the other calls
BoNT F protease – blocks Botulinum neurotoxin F light chain protease; AID 588497; actives 0.22% (n = 360,000); inhibition, % at 10 µM; Multiplex microsphere protease cleavage assay, flow cytometry; in the data active = inhibition above about 35%, passing the limit was not always enough; inconclusive = no clear call, values can overlap the other calls; note: plate controls were buffer without enzyme for full effect and enzyme alone for no effect
PfHsp40 rescue – compounds rescuing yeast from Plasmodium falciparum HSP40 toxicity; S. cerevisiae expressing PfHsp40, growth rescue, ATP luminescence; growth rescue, % at 12.5 µM; actives 0.68% (n = 340,000); AID 504582; in the data active = growth rescue above about 28%, passing the limit was not always enough; inconclusive = no clear call, values can overlap the other calls;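 note: yeast W303a lacking pdr1 and pdr3 grown in galactose medium; growth measured after three days at 30 °C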
Anthrax LF inh2 – anthrax lethal factor protease inhibition | inhibition, % at 10 µM | AID 588501 | multiplex microsphere protease cleavage assay, LF | actives 0.12% (n = 360,000) | P15917; note: plate controls were buffer without enzyme for full effect and enzyme alone for no effect
Target sequence (P15917 whole entry, looked up): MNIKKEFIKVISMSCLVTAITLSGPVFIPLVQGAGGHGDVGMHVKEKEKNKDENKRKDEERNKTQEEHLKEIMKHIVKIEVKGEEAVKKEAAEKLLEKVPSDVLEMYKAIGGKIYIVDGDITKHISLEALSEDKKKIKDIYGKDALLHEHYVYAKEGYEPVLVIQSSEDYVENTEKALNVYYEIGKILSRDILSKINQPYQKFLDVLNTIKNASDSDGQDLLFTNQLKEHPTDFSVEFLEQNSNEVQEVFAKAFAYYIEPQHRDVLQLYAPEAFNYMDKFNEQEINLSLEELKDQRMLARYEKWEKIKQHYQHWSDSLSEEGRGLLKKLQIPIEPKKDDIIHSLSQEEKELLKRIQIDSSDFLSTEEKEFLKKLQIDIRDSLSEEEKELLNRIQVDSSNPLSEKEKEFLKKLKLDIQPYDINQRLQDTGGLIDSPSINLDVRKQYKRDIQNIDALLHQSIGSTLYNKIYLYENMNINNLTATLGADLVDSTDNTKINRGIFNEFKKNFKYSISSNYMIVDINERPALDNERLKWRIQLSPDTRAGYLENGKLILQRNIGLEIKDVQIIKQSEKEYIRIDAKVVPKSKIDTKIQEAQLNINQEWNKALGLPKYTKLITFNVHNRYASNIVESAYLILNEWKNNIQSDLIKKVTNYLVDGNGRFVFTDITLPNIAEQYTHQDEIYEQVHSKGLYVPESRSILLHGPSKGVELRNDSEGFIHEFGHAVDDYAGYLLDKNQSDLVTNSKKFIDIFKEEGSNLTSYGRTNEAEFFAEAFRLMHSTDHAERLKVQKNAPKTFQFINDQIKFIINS
FBA Mtb inh – inhibitors of M. tuberculosis fructose-bisphosphate aldolase; purified M. tuberculosis FBA, fluorescence read-out; P9WQA3; actives 2.3% (n = 360,000); inhibition, % at 1 µM; in the data active = inhibition above about 27%;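 note: 0% = vehicle and 100% = reference inhibitor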
GDH-TPI inh – GDH-TPI coupled enzyme inhibition counter-screen; GDH-TPI coupled enzyme counterscreen, NADH absorbance; inhibition, % at 4.8 µM; actives 1.2% (n = 360,000); AID 588335; in the data active = inhibition above about 30%;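 note: 0% = DMSO wells and 100% = wells lacking the enzyme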
FadD28 FP inh – blocks FadD28 binding to the bisubstrate probe. fluorescence polarization. inhibition, % at 12.5 µM. actives 0.22% (n = 360,000); in the data active = inhibition above about 8.5%, passing the limit was not always enough; inconclusive = no clear call, values can overlap the other calls
Mtb BioA inh – BioA (M. tuberculosis) enzyme inhibition; purified M. tuberculosis BioA enzyme, plate reader; inhibition, % at 9.99 µM; actives 0.096% (n = 360,000); AID 602481; in the data active = inhibition above about 40%; inconclusive = no clear call, values can overlap the other calls
An asterisk follows results filed as active; ? = inconclusive; . = no result given. Cut-off read from the data, not from the text of the source, unless noted: active = inhibition above about 30%; inconclusive = no clear call, values can overlap the other calls; inactive = below that.

SMILES	BoNT-A LC inh2	UGM FP inh	BoNT F protease	PfHsp40 rescue	Anthrax LF inh2	FBA Mtb inh	GDH-TPI inh	FadD28 FP inh	Mtb BioA inh
O=C(NC12CC3CC(CC(C3)C1)C2)c1ccc(-c2ccc(Br)cc2)o1	0.6	.	-2	-1.1	-2	1	11	-1.6	.
COc1ccc(C2SCC(=O)Nc3c2c(=O)[nH]n3C2CCCCCC2)cc1OC (stereo unspecified)	?	0.4	3	0.0	-9	-3	-3	-4.5	-2.1
COC/C=C/C1=CC2=CC(=O)C(C)(OC(=O)c3cnc4ccccc4n3)C(=O)C2=CN1CC(C)C (stereo unspecified)	1.2	-0.9	-44	-0.2	-19	-3	16	1.1	0.5
CCC(Oc1ccccc1)C(=O)Nc1ccccn1 (stereo unspecified)	-0.2	-2.1	-8	-1.2	-2	3	5	-0.6	-1.6
COc1cc([N+](=O)[O-])cc(/C=N/NC(=O)Cn2nccc2C)c1O	-1.8	3.8	-22	-2.2	-5	-15	19	-1.3	1.6
CC(=O)Nc1cccc(-c2ccnc3c2CC(C)(C(=O)Nc2cccc(NS(C)(=O)=O)c2)O3)c1 (stereo unspecified)	-0.1	.	-2	.	-7	2	6	-1.7	2.7
C/C(=C/c1ccccc1)C(=O)N1CCN(c2ccc(F)cc2)CC1	-1.5	0.0	23	0.0	-6	-1	3	-3.3	5.2
OCCC1CN(C/C=C/c2ccco2)CCN1Cc1ccccc1 (stereo unspecified)	-3.1	1.0	?	-0.9	3	0	7	-1.8	0.0
Cc1cc(C)n2c(SCCN3C(=O)c4ccccc4C3=O)nnc2n1	0.3	0.3	-13	-1.2	3	-2	8	0.2	-1.0
O=S(=O)(Nc1nccs1)c1ccc(Nc2nnc(-c3ccccc3)c3ccccc23)cc1	1.1	0.7	9	-0.3	1	1	24	0.5	.
Nc1ccccc1C#Cc1ccc2[nH]ccc2c1	0.5	1.6	0	4.4	6	14	-4	1.5	0.9
O=C(NCc1nnc(SCC(=O)N2CCCCCC2)o1)c1ccc(F)cc1	-0.2	1.1	-4	0.6	-7	2	4	-1.4	-3.8
Cc1ccc(C(=O)NNC(=O)CSc2nnc(-c3ccccc3)n2Cc2ccccc2)cc1	-0.7	-2.8	-2	-0.2	1	2	7	-2.8	.
O=C(CC(NC(=O)c1ccccc1Cl)c1ccccc1)NC1=NCCS1 (stereo unspecified)	0.6	-1.0	8	17	-8	-1	2	-0.1	.
Cc1cccc(NC(=O)CSc2nc(N)c(NC(=O)c3ccccc3F)c(=O)[nH]2)c1	-0.1	2.1	17	-0.3	2	7	0	0.2	-3.0
CC(=O)OCc1c(C(F)(F)F)nn(C)c1SCc1ccc(Cl)cc1	-0.2	-1.0	-5	1.0	-7	1	-4	-1.4	.
O=Cc1c(N2CCCCCC2)nc2ccccn2c1=O	-0.1	-2.2	2	0.5	-3	2	18	0.7	3.0
CC1C(=O)N(Cc2cn(CC3CCCCC3)nn2)CCS(=O)(=O)N1Cc1ccc(-c2ccc(Cl)c(Cl)c2)cc1 (stereo unspecified)	0.3	.	-2	.	4	4	10	-2.0	.
COc1ccc(OC)c(NC(=O)CSc2nc(N3CCOCC3)nc(N3CCOCC3)n2)c1	1.7	1.7	2	-0.3	-2	1	3	-2.1	3.4
O=C(c1ccc2c(c1)OCO2)C1CCCN(Cc2ccccc2OC(F)F)C1 (stereo unspecified)	0.0	1.0	-1	0.2	2	4	2	-0.8	-0.3

4 of the compounds above, with bars between the fields:
molecule | BoNT-A LC inh2 | UGM FP inh | BoNT F protease | PfHsp40 rescue | Anthrax LF inh2 | FBA Mtb inh | GDH-TPI inh | FadD28 FP inh | Mtb BioA inh
O=C(CC(NC(=O)c1ccccc1Cl)c1ccccc1)NC1=NCCS1 (stereo unspecified) | 0.6 | -1.0 | 8 | 17 | -8 | -1 | 2 | -0.1 | .
Cc1cccc(NC(=O)CSc2nc(N)c(NC(=O)c3ccccc3F)c(=O)[nH]2)c1 | -0.1 | 2.1 | 17 | -0.3 | 2 | 7 | 0 | 0.2 | -3.0
CC(=O)OCc1c(C(F)(F)F)nn(C)c1SCc1ccc(Cl)cc1 | -0.2 | -1.0 | -5 | 1.0 | -7 | 1 | -4 | -1.4 | .
O=Cc1c(N2CCCCCC2)nc2ccccn2c1=O | -0.1 | -2.2 | 2 | 0.5 | -3 | 2 | 18 | 0.7 | 3.0

Remaining list, next part.
SMILES	BoNT-A LC inh2	UGM FP inh	BoNT F protease	PfHsp40 rescue	Anthrax LF inh2	FBA Mtb inh	GDH-TPI inh	FadD28 FP inh	Mtb BioA inh
COc1ccc(CC(=O)NNC(=O)CCC(=O)Nc2cc(C)ccc2C)cc1	-0.3	-0.6	3	.	2	-3	2	-0.2	.
CCC(C)(C)NC(=O)C(c1ccc(OC)cc1)N(Cc1ccccc1)C(=O)CCC(=O)Nc1cc(C)on1 (stereo unspecified)	-0.5	0.2	7	1.6	3	-2	3	-0.7	1.3
O=C(NNc1ccccc1)C(=O)NNS(=O)(=O)c1ccc(CCCl)cc1	-0.5	1.7	2	-1.5	-3	-2	9	-2.6	.
COC(=O)[C@H](C)NC(=O)COc1ccccc1	-1.2	-0.5	-3	-0.2	10	4	-2	0.9	0.0
COc1ccc(NC(=O)CCCN2C(=O)C(c3ccccc3)Oc3cccnc32)c(OC)c1 (stereo unspecified)	0.7	1.5	-3	-0.8	-5	0	7	1.0	.
O=C(C1=COCCO1)N1CCN(S(=O)(=O)c2cccc(Br)c2)CC1	-0.1	2.5	0	0.1	6	-1	-3	-3.3	.
Cn1nc(C(=O)OCC(=O)Nc2ccc(Cl)cc2Cl)c2ccccc2c1=O	2.2	-1.6	11	-0.5	-3	3	-2	-2.0	-0.6
O=C(NCc1cccs1)C1CC(=O)N(Cc2ccccc2)C1 (stereo unspecified)	-0.3	-0.2	-3	-0.5	-3	6	9	-1.3	-0.2
COc1ccc(NC(=O)N2CCN(c3nc4ccccc4n3C(C)C)CC2)cc1	-0.2	1.1	-2	0.6	-7	-2	-1	-1.5	.
COc1cc(C(=S)N2CCCC2)ccc1OS(=O)(=O)c1ccc(NC(C)=O)cc1	-0.5	2.8	-2	-0.6	-3	0	8	-2.7	2.0
COc1cc(CC(=O)Nc2ccc(S(=O)(=O)NC3=NCCCCC3)cc2)cc(OC)c1OC	0.3	-2.1	2	-0.6	-2	1	8	-2.9	.
CC(NC(=O)Nc1ccccc1)c1ccccc1 (stereo unspecified)	-0.3	0.9	1	0.4	-1	-2	6	-0.2	-1.2
C/C(=N\Nc1cccc2cccnc12)c1ccc(C)cc1	-1.9	0.7	-13	-0.1	-7	2	-5	-1.3	.
CC(C)(C)c1ccc(OCC(=O)OCCNC(=O)c2cccnc2)cc1	0.2	0.3	-3	-0.2	-1	0	8	-2.8	1.4
CCN(CC)Cc1c(C(=O)N/N=C/c2cccc3ccccc23)nnn1-c1nonc1N	-2.0	4.3	-22	-2.5	10	0	15	-3.5	-1.9
O=C(Nc1nccs1)c1nc[nH]c1C(=O)N1CCc2ccccc2C1	0.4	-0.3	-4	0.5	-5	-2	-9	-0.6	2.1
Cc1cc(-c2ccccc2)n2ncc(-c3ccccc3)c2n1	-0.2	0.7	-7	2.6	-1	0	1	-3.6	.
CC1CCCC(=C\c2ccccc2)/C1=N/O (stereo unspecified)	0.2	3.0	-8	0.6	1	-1	-2	-2.8	.
COc1ccc(NC(=O)CCc2nnc3ccc(NCc4ccco4)nn23)cc1	-0.6	0.2	-16	-0.8	-5	-1	1	-4.3	-0.1
CCS(=O)(=O)N1CCC(C(=O)Oc2ccc(Cl)cc2)CC1	-0.2	-1.5	23	-1.2	2	3	1	1.2	1.6
Cc1cc(C)c(C(=O)COC(=O)c2ccc([N+](=O)[O-])o2)cc1C	0.2	2.7	2	-1.1	-6	0	0	-2.8	.
CNC(=O)C1CC(=O)N(c2ccc(OCC(=O)Nc3ccccc3)cc2)C1 (stereo unspecified)	-1.0	.	-3	0.7	-8	2	11	-1.1	0.3
O=C(COc1ccccc1)Nc1ccccc1N1CCCCC1	0.2	1.2	-9	8.1	-2	0	3	0.3	-0.1
Cc1ccc(CCN2CC(C(=O)NCCCN(C)Cc3ccccc3)CC2=O)cc1 (stereo unspecified)	0.1	-1.0	3	-1.6	0	-1	-4	-1.6	-0.7
COc1cccc(OCC(=O)NCC2CCCO2)c1 (stereo unspecified)	-3.8	-0.1	-5	0.4	-4	0	1	-1.7	-0.5
CC(=O)c1ccccc1C(=O)N1CCC(n2nccc2NC(=O)C2CC2)CC1	-2.4	-4.3	-9	0.5	-4	0	9	0.1	-3.1
O=C(c1cccs1)N1CCN(C(=O)C2CCCO2)CC1 (stereo unspecified)	-0.4	-2.4	-1	-1.2	2	-1	6	-4.0	-1.0
O=C(Nc1ccc2ccccc2c1)N1CCCN(CCOc2ccccc2)CC1	0.3	-2.5	4	3.0	5	9	3	-1.0	.
N#Cc1c(-c2ccc(Cl)cc2)ccn2nc(CCC(=O)O)nc12	-0.3	0.9	-25	-1.6	-2	7	2	-0.5	11
Cn1c(=O)n(C)c2cc(S(=O)(=O)N3CCOCC3)ccc21	?	5.7	-1	-0.8	0	0	0	-3.7	.
COC(=O)c1ccc(/C=C/C(=O)c2ccc(OC)cc2)cc1	0.4	-0.5	1	-0.1	0	-2	26	-1.2	0.0
Clc1ccc(-c2csc(N3CCSCC3)n2)cc1	-0.4	1.6	-2	6.0	0	-1	-2	-2.9	-0.6
O=C(CSc1nc2sc3c(c2c(=O)n1-c1ccccc1)CCCC3)N/N=C/c1ccc(C(=O)O)cc1	0.9	5.3	-2	-0.2	2	6	11	-0.5	-3.9
C/C(=N\NC(=O)CSCc1ccccc1Cl)c1cccc(NC(=O)c2ccccc2)c1	-0.1	-1.2	-3	-0.1	4	2	-7	-0.4	.
COC(=O)c1ccc(-n2c(C)cc(C(=O)COC(=O)CNS(=O)(=O)c3ccc(C)cc3)c2C)cc1	-1.2	-1.9	-2	-1.0	0	1	1	5.2	.
O=C(Nc1nccs1)c1ccccc1N=Cc1ccccc1	-0.1	1.7	4	1.4	-2	87*	11	-14	-1.7
COc1cccc(-n2c(=S)sc3c(=O)n(-c4ccccc4OC)c(SCC4OCCO4)nc32)c1	-0.5	-3.3	1	0.4	2	0	5	-1.7	.
COc1ccc(/C=C/C(=O)C2C(=O)C=C(C)OC2=O)cc1O (stereo unspecified)	0.8	-1.4	-8	-0.2	1	5	25	-1.2	-0.7
Cc1sc2c(c1C)C(c1ccc(C(C)(C)C)cc1)=NCC(=O)N2CC(=O)Nc1nccs1	-1.3	1.8	-3	4.0	-2	-2	17	-2.1	0.0
Cc1ccc(C(=O)Nc2ccccc2C(=O)O)cc1S(=O)(=O)NC1CCCCC1	4.3	1.5	1	-0.9	-3	3	0	-21	1.5
CNC(=O)c1c(NC(=O)C2=COCCO2)sc(C)c1C	.	.	.	-0.1	.	-4	10	-1.2	0.5
CCN(Cc1ccccc1)C(=O)CCc1nc(-c2ccc(C)cc2)no1	0.8	-2.3	13	2.5	-6	-2	-9	-6.5	-1.2
O=C(NCC1CCCO1)c1ccc(CSCc2cccc(F)c2)o1 (stereo unspecified)	-0.5	-5.3	1	-0.6	-1	2	5	0.4	0.7
CCN1C(=O)N2C[C@H]3CON(C)[C@H]3C[C@H]2c2ccccc21	0.8	.	0	.	3	1	.	0.8	-3.9
CCOc1ccc(N(CCCCO)C(=S)NC(=O)c2ccc(C)c(Br)c2)cc1	-1.0	1.8	-2	1.9	-2	1	9	-1.1	.
Cc1c(C(=O)OCC(=O)N2CCN(c3ccccc3)CC2)oc2ccccc12	0.1	-0.3	2	-1.2	-2	-1	3	-0.6	-0.4

Compound activity: PubChem BioAssay, several laboratories
